High-throughput results from PubChem BioAssay.
bIAP inh – bovine intestinal alkaline phosphatase inhibitors, primary screen, selectivity assay for TNAP inhibitor project, biochemical, bovine IAP, CDP-star luminescence; alkaline phosphatase, intestinal [Bos taurus]; purified bovine IAP, 30 min; inhibition, % at 20 µM; 190,000 tested, under 10 active;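 active = over 50% inhibition of intestinal alkaline phosphatase at 20 µM in the single-dose screen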
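System: Purified bovine intestinal alkaline phosphatase (IAP) enzyme | Input: IAP diluted 1/65,000,000 in the well | Also added: CDP-star chemiluminescent phosphatase substrate, 30 µM final | Dosing: 20 µM single dose | Times: Enzyme reaction for 30 min at room temperature | Detection: Luminescence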
PPARg SRC-2 ag – agonists of PPARg-SRC-2 recruitment, primary screen, biochemical, HTS. actives 0.34% (n = 200,000). PPARgamma LBD-SRC-2 recruitment. Peroxisome proliferator-activated receptor gamma (Homo sapiens), P37231. activation, % at 8 µM. AID 1032, 2008; in the data active = activation above about 22%;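 note: 0% = vehicle and 100% = reference agonist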
Target sequence (P37231 whole entry, looked up, the tested form may be a part): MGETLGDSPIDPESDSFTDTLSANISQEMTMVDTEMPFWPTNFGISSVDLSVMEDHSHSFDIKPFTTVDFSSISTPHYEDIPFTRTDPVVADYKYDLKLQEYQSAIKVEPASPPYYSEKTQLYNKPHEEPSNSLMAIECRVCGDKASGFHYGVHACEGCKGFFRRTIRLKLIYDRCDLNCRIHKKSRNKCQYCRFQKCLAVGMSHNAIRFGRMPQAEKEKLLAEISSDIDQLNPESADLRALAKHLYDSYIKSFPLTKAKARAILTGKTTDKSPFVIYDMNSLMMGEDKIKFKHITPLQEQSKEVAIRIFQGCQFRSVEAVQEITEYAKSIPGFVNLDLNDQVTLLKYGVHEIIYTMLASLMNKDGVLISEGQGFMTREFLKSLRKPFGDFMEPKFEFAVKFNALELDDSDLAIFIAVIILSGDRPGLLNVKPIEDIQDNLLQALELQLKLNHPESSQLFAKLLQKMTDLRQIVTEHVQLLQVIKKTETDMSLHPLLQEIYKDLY
S1P3 antag – S1P3 receptor antagonists, primary screen, cell-based; CHO S1P3 NFAT-BLA reporter, FRET fluorescence, antagonist mode; inhibition, % at 4.98 µM; actives 0.27% (n = 170,000);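 active = inhibition above the plate cutoff, the mean inhibition of test wells on that plate plus 3 SD, cut at about 28% in these data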;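 note: cells challenged with S1P at its EC80 of 0.8 µM; blue over green emission ratio from cleaved BLA substrate after 4 h stimulation; 0% = S1P-stimulated wells and 100% = unstimulated DMSO-only wells; some compounds past the cut are filed as inactive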
L major viab – Leishmania major promastigote growth inhibition, primary screen | actives 9% (n = 200,000) | Leishmania major promastigotes, resazurin fluorescence viability | inhibition, % at 10 µM; in the data active = inhibition above about 50%;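 note: promastigotes grown with compound for 44 hours at 28 °C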
Redox H2O2 prof – compounds producing H2O2 with reducing agent – biochemical, NIH compound library profiling, artefact control for MLSCN library redox annotation, primary screen. DTT-dependent redox cycling H2O2, phenol red/HRP absorbance; 100% = 100 µM peroxide control, 0% = buffer. activation, % at 10 µM. actives 0.03% (n = 200,000). AID 878, 2007;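 active = activation of at least 50% relative to the plate's high and low controls in the primary single-dose screen; inactive = activation below 50%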;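 note: compound incubated with DTT at 0.8 mM final as the reducing agent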
bIAP activator – bovine intestinal alkaline phosphatase activators, primary screen, biochemical, bovine IAP, CDP-star luminescence; activation factor at 20 µM; purified bovine IAP, 30 min; active compounds read high; fold of DMSO-control signal, blank-subtracted; AID 1016, 2008; actives 0.17% (n = 200,000);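 active = activation factor of 2 or more at 20 µM, a signal rise over negative controls twice the positive control's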
TR-FRET SRC-2 ct – TR-FRET signal artefacts, primary screen, artefact control for PPARgamma SRC-2 agonist project, biochemical; TR-FRET artefact counter-screen; active compounds read high; TR-FRET ratio at 8 µM; actives 0.4% (n = 200,000); AID 1049, 2008; in the data active = TR-FRET ratio above about 2000; note: inactives centre near 1500
ROMK primary – ROMK potassium channel modulators, primary screen, cell-based, thallium flux, MLSMR library | actives 2% (n = 130,000) | B-score at 10 µM | Tet-inducible ROMK, thallium flux fluorescence; actives lie on both sides | ATP-sensitive inward rectifier potassium channel 1 (Homo sapiens), P48048;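 active = signal ratio slope over the read window, or its plate-corrected B-score, at least 3 SD from the plate mean, either direction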;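 note: B-score of the F/F0 ratio slope over 7 to 12 s after thallium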
Target sequence (P48048 whole entry, looked up): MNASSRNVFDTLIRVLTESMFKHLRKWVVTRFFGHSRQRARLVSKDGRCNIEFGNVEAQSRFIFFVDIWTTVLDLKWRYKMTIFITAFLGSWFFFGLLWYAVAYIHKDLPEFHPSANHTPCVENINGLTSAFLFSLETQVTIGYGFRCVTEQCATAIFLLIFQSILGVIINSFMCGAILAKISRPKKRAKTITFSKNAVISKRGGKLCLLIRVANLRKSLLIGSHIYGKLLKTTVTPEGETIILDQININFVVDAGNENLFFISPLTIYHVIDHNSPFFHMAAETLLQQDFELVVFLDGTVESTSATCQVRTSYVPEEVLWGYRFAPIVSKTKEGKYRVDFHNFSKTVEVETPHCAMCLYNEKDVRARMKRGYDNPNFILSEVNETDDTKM
TLR4 MyD88 comp – inhibitors of TLR4-MyD88 association in cells, primary screen, cell-based, HeLa CL3-4, BLA complementation, FRET ratio; Toll-like receptor 4 (Homo sapiens) + Myeloid differentiation primary response protein …; HeLa CL3-4 TLR4/MyD88 BLA complementation; inhibition, % at 8.4 µM; actives 0.18% (n = 200,000); AID 861, 2007; in the data active = inhibition above about 25%;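 note: 0% = vehicle and 100% = reference inhibitor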
PPARg SRC3 recr – PPARgamma agonists recruiting SRC-3 coactivator, primary screen, biochemical. actives 0.26% (n = 200,000). activation, % at 8 µM. biochemical PPARgamma/SRC-3 coactivator recruitment assay; in the data active = activation above about 23%;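 note: 0% = DMSO and 100% = reference agonist; some compounds past the cut are filed as inactive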
PPARg SRC1 recr – PPARgamma agonists recruiting SRC-1 coactivator, primary screen, biochemical | Peroxisome proliferator-activated receptor gamma (Homo sapiens), P37231 | actives 0.41% (n = 200,000) | PPARgamma-SRC-1 coactivator recruitment biochemical assay | AID 631, 2007 | activation, % at 8 µM; in the data active = activation above about 19%;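 note: 0% = DMSO and 100% = reference agonist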
The depositor's hits bear a star; x = no result given.

SMILES	bIAP inh	PPARg SRC-2 ag	S1P3 antag	L major viab	Redox H2O2 prof	bIAP activator	TR-FRET SRC-2 ct	ROMK primary	TLR4 MyD88 comp	PPARg SRC3 recr	PPARg SRC1 recr
O=C(O)c1ccc2c(c1)NC(=O)C(N1CCCC1)S2 (stereo not drawn)	-2	-2	x	1	2.4	1	1457	1.1	4	-10	0
COCCNS(=O)(=O)c1ccc(C)c(C)c1C	9	-1	1	-9	-0.4	0.9	1531	-0.0071	-19	4	0
COc1ccc(OCc2nnc(SCC(=O)c3c(N)n(C)c(=O)n(C)c3=O)n2-c2ccccc2F)cc1	-8	-1	1	0	-1.6	1.1	1862	-0.61	0	1	0
Cc1ccnc2nc(C(=O)Nc3nc(-c4ccccn4)cs3)nn12	-23	5	8	3	0.5	1.2	1532	1	0	3	-2
COc1ccc2[nH]c(=O)c(CN(Cc3ccco3)C(c3nnnn3Cc3ccccc3)C(C)C)cc2c1 (stereo not drawn)	3	7	x	47	0.3	1	1487	-1.4	12	4	-2
CCCn1nnnc1SCC(=O)c1ccc2c(c1)OCCO2	-1	2	1	2	1.8	1	1472	x	-4	-10	-6
CC(C)CCNC(=O)c1cccnc1Sc1ccccc1	-6	3	1	33	-0.8	1.1	1787	x	6	4	7
COc1ccc2c(c1)CCc1c(C(=O)Nc3ccc(OC)c(OC)c3)noc1-2	9	-2	7	-7	-0.1	0.9	1539	-0.34	-1	-17	-3
COc1ccc(NC(C)=O)cc1S(=O)(=O)N1CCc2ccccc21	-1	-3	-11	-2	0.8	1	1629	-0.49	1	1	6
COc1cc(C(=O)OCC(=O)N2CCCC2)cc(OC)c1OC	-5	-4	20	-4	-1.1	1.1	1425	1.1	-12	-11	2
CCOC(=O)C1CCCN(Cc2ccccc2F)C1 (stereo not drawn)	-4	6	14	-6	0.6	1	1400	-0.8	-15	-3	0
O=C(CSc1nnc(SCc2ccc(Cl)cc2)s1)N/N=C/c1ccccc1Cl	2	12	-18	-5	1.0	1	1598	x	0	2	10
CCOc1cc(C2C(C(C)=O)=C(O)C(=O)N2CCc2c[nH]c3ccccc23)ccc1O (stereo not drawn)	5	7	-19	-4	0.2	0.9	1491	-0.033	3	0	2
Cc1nn(Cc2ccccc2)c(C)c1NC(=O)c1ccc([N+](=O)[O-])cc1[N+](=O)[O-]	20	1	15	63*	7.1	0.8	1520	0.19	-8	-3	2
CC(C)(C)CC(C)(C)N=C1NS(=O)(=O)c2cc([N+](=O)[O-])ccc21	9	-2	-25	100*	-1.2	0.9	1610	-1.3	-3	1	3
CN(/C(=N/S(=O)(=O)c1ccccc1)c1ccccc1)S(=O)(=O)c1ccccc1	8	-4	-11	-4	0.0	0.9	1513	-0.53	5	0	3
CC(C)(C)c1ccc(C(=O)C=[N+]=[N-])cc1	-2	4	x	6	-1.2	1	1572	-1.4	-9	6	3
CN=C1SC(CC(=O)NCCc2ccc(OC)c(OC)c2)C(=O)N1C (stereo not drawn)	9	-2	-3	-1	1.3	0.9	1396	x	16	8	7
COC(=O)C(F)(Sc1c(C)n(C)n(-c2ccccc2)c1=O)C(F)(F)F (stereo not drawn)	8	-2	13	-9	-2.2	0.9	1576	x	-6	0	-5
O=C(CC1Nc2ccccc2NC1=O)NCCc1ccccc1 (stereo not drawn)	6	10	x	4	2.0	0.9	1467	x	6	-2	2

Molecules listed so far that contain fluorine:
SMILES	bIAP inh	PPARg SRC-2 ag	S1P3 antag	L major viab	Redox H2O2 prof	bIAP activator	TR-FRET SRC-2 ct	ROMK primary	TLR4 MyD88 comp	PPARg SRC3 recr	PPARg SRC1 recr
COc1ccc(OCc2nnc(SCC(=O)c3c(N)n(C)c(=O)n(C)c3=O)n2-c2ccccc2F)cc1	-8	-1	1	0	-1.6	1.1	1862	-0.61	0	1	0
CCOC(=O)C1CCCN(Cc2ccccc2F)C1 (stereo not drawn)	-4	6	14	-6	0.6	1	1400	-0.8	-15	-3	0
COC(=O)C(F)(Sc1c(C)n(C)n(-c2ccccc2)c1=O)C(F)(F)F (stereo not drawn)	8	-2	13	-9	-2.2	0.9	1576	x	-6	0	-5

Carrying on:
SMILES	bIAP inh	PPARg SRC-2 ag	S1P3 antag	L major viab	Redox H2O2 prof	bIAP activator	TR-FRET SRC-2 ct	ROMK primary	TLR4 MyD88 comp	PPARg SRC3 recr	PPARg SRC1 recr
COc1ccc(C2NS(=O)(=O)N=C2N)cc1 (stereo not drawn)	-4	0	-7	1	0.0	1	1574	-0.29	4	1	-6
Cc1cc(NC(=O)C(C)SCC(=O)O)no1 (stereo not drawn)	-11	11	-35	-4	-0.6	1.1	1639	-0.18	-11	6	9
COc1ccc(CCNC(=O)CC2SC(=NCc3ccccc3)NC2=O)cc1 (stereo not drawn)	6	-1	-11	-2	-1.8	0.9	1643	0.93	6	-2	8
Cc1cc(C)c2c(c1)OC(O)(C(F)F)CC2=O (stereo not drawn)	8	9	1	-5	-1.6	0.9	1620	x	-10	1	1
CCOc1ccc(Nc2cc(C)nc(N3CCOCC3)n2)cc1	8	0	-21	9	1.9	0.9	1472	0.31	-4	1	6
CCOC(=O)Cc1cc(-c2ccc(F)cc2)nc2ccc3ccccc3c12	8	-4	-12	68*	0.7	0.9	1581	x	-1	0	0
CCCCCn1nc(-c2ccccc2)c2nc3ccccc3nc21	14	-2	x	6	3.1	0.9	1515	x	44*	5	-10
Cc1ccc(S(=O)(=O)/N=C(/Nc2c(C)n(C)n(-c3ccccc3)c2=O)c2ccccc2)cc1	21	7	1	23	-0.3	0.8	1652	x	-10	6	-1
CCOC(=O)N1CCN(C(=O)CS(=O)(=O)c2cn(Cc3ccccc3Cl)c3ccccc23)CC1	9	8	x	-4	-1.0	0.9	1408	x	-10	5	4
S=C(NCCc1ccccc1)N1CCN(C23CC4CC(CC(C4)C2)C3)CC1	-12	1	3	28	0.4	1.1	1914	-7.9*	-12	1	10
COCc1cc(C)n(CC(=O)Nc2cc(C)cc(C)c2)c(=O)c1C#N	-1	-6	-2	-5	0.8	1	1604	-0.81	10	-3	2
CCN(CCn1cccn1)C(=O)CC1C(=O)NCCN1Cc1cc(OC)cc(OC)c1 (stereo not drawn)	-6	14	6	-2	-1.4	1.1	1695	1.7	1	-3	13
CC(C)Cc1nc2ccc(N)cc2[nH]1	2	15	-19	4	-1.1	1	1682	0.51	3	6	14
CCOc1cc(N2CCOCC2)c(OCC)cc1NC(=O)C1CCCC1	2	10	x	-2	-0.6	1	1481	-0.063	-6	-10	-3
CCOc1cc(C)c(C(C)C)cc1S(=O)(=O)n1cnc(C)c1	-18	2	-18	26	-0.2	1.2	1515	0.4	2	3	10
CCCNS(=O)(=O)c1ccc(CCC(=O)Nc2cc(Cl)ccc2Oc2ccccc2)cc1	6	20	x	3	0.6	0.9	1655	x	-4	17	11
COc1ccc(CCNC(=O)COc2nsnc2N2CCOCC2)cc1OC	1	-3	-5	-9	1.1	1	1515	-0.24	-1	1	-4
O=c1cc(-c2ccccc2)c2c([nH]1)CCCC2	26	18	-29	-3	-0.1	0.7	1556	x	8	12	12
CCOc1ccc(CN2CCN(Cc3nc(C(C)C)cs3)CC2CCO)cc1 (stereo not drawn)	0	-3	21	81*	-1.6	1	1498	x	-14	3	10
O=C1CSC(c2ccncc2)N1Cc1ccco1 (stereo not drawn)	2	-6	x	1	-0.8	1	1551	1.4	-6	-14	4
COc1cccc(CN(CC(=O)NC2CCCC2)C(=O)CCC(=O)Nc2cc(C)on2)c1	-4	-3	x	2	0.0	1	1417	-0.088	-13	-3	-1
CC(=O)Nc1ccc(C(=O)OCc2ccc(F)cc2)cc1	-7	-5	-14	-4	-0.1	1.1	1487	-0.95	-7	1	0
CN(C)C(=O)C12CCC(C)(c3nc4ccccc4nc31)C2(C)C (stereo not drawn)	-3	7	-7	-7	0.8	1	1655	0.0033	3	-10	4
CCOc1[nH]n(-c2ccccc2)c(=O)c1C=Nc1ccc(F)cc1F	-6	2	-22	0	-1.9	1.1	1622	-0.58	-13	2	3
COc1ccc(OC)c(N)c1	7	-3	-4	5	0.3	0.9	1582	x	10	-6	10
CC(C)(C)[C@@H]1C=C(C(=O)NCc2ccccc2)O[C@H](OCc2ccc(CO)cc2)C1	-10	1	0	97*	0.3	1.1	1422	x	0	-3	2
Cc1ccc(C(=O)NCCc2nc3ccccc3[nH]2)cc1[N+](=O)[O-]	-2	5	14	11	-0.2	1	1705	-0.79	-15	3	9
CN(c1cccc(Cl)c1)S(=O)(=O)c1cccc(C(=O)NC2=NCCS2)c1	10	-2	x	1	2.6	0.9	1407	x	10	-19	-1
CC(NC(=O)c1cc(S(=O)(=O)N(C)C)ccc1N1CCCC1)C1CC2CCC1C2 (stereo not drawn)	-14	2	-8	25	-1.9	1.1	1763	-0.85	-13	2	13
CC(=O)c1cc(-c2ccccc2)n(CCC(=O)NC2CCC(C)CC2)c1C (stereo not drawn)	9	-3	-8	3	-0.2	0.9	1475	1	-8	0	-5
O=C(c1nn(-c2ccccc2)c(=O)c2ccccc12)N1CCN(c2ccccn2)CC1	3	8	x	-1	-3.9	1	1520	x	3	-10	1
COc1ccc(F)cc1C(=O)C1CCCN(Cc2cnc(N3CCCC3)s2)C1 (stereo not drawn)	1	-3	1	8	-1.4	1	1626	0.26	-7	4	13
O=C(O)C(Cc1c[nH]c2ccccc12)NS(=O)(=O)c1ccccc1 (stereo not drawn)	-37	-10	-9	-3	0.1	1.4	1363	0.34	12	-3	2
Cc1cccc(C)c1NC(=O)CSc1nnnn1C	0	4	-16	-3	0.2	1	1614	0.0026	16	-5	1
O=C(O)c1ccccc1S(=O)(=O)Cc1ccccc1	2	-5	-6	-4	-0.6	1	1546	x	3	-3	2
Cc1cc(-c2cc(N)n(-c3ccccc3)n2)c(C)n1C1CCCC1	14	9	12	9	3.4	0.9	1573	1.2	8	3	4
CS(=O)(=O)NCCCNc1c(Cl)cccc1[N+](=O)[O-]	28	0	x	1	0.2	0.7	1449	-0.037	8	-9	-1
CCCOc1ccc2oc(=O)c3c(c2c1)CCCN3C(=O)CN1CCN(C(=O)c2ccco2)CC1	-1	3	1	8	-3.1	1	1617	x	19	0	-2
CC(C)N(Cc1nc(-c2ccccc2)no1)C(=O)c1ccc([N+](=O)[O-])cc1	4	-2	3	25	-1.3	1	1569	-0.16	-2	3	7
Cc1ccccc1OCCNC(=O)CSc1ccc(C(F)(F)F)cc1[N+](=O)[O-]	-3	6	0	-3	-0.1	1	1615	-0.017	-17	0	-1
